PglD inh: C. jejuni PglD acetyltransferase inhibitors, primary screen, biochemical, DTNB colorimetric, single point | UDP-N-acetylbacillosamine N-acetyltransferase PglD (Campylobacter jejuni) | purified PglD enzyme, DTNB colorimetric CoA detection | inhibition, % at 12.5 µM | 360,000 compounds, 0.098% hits; in the data active means inhibition above about 16%, passing the limit was not always enough; further: strong numbers were not always called active
ARNT-TACC3 inh: disruptors of ARNT/TACC3 protein interaction, primary screen, biochemical, AlphaScreen, single concentration. AID 623870, 2012. Transforming acidic coiled-coil-containing protein 3 (Homo sapiens), Q9Y6A5. AlphaScreen His-ARNT PAS-B/GST-TACC3 binding, luminescence; TACC3 fragment carries E629A point mutation. inhibition, % at 9.99 µM. 390,000 compounds, 0.66% hits;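 active means mean inhibition of replicates at least 50% and at least half of replicates each reaching 50%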;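 further: 0% = complete ARNT plus TACC3 wells and 100% = ARNT alone without TACC3; many hits fall short of the cut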
RAD54 inh: inhibitors of human RAD54 branch migration, primary screen, biochemical, fluorescence, single point; RAD54 Holliday junction branch migration, FAM/BHQ fluorescence; DNA repair and recombination protein RAD54-like (Homo sapiens), Q92698; 360,000 compounds, 0.14% hits; AID 602329, 2012; inhibition, % at 10.4 µM;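 active means mean normalized replicate activity at least 40 and at least half of replicates scoring 40 or more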;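 further: 0% = median of neutral control wells and 100% = median of positive control wells; inhibitors cause a drop in the FAM fluorescence signal; in these data hits start at about 50%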
Target sequence (Q92698 whole entry, looked up): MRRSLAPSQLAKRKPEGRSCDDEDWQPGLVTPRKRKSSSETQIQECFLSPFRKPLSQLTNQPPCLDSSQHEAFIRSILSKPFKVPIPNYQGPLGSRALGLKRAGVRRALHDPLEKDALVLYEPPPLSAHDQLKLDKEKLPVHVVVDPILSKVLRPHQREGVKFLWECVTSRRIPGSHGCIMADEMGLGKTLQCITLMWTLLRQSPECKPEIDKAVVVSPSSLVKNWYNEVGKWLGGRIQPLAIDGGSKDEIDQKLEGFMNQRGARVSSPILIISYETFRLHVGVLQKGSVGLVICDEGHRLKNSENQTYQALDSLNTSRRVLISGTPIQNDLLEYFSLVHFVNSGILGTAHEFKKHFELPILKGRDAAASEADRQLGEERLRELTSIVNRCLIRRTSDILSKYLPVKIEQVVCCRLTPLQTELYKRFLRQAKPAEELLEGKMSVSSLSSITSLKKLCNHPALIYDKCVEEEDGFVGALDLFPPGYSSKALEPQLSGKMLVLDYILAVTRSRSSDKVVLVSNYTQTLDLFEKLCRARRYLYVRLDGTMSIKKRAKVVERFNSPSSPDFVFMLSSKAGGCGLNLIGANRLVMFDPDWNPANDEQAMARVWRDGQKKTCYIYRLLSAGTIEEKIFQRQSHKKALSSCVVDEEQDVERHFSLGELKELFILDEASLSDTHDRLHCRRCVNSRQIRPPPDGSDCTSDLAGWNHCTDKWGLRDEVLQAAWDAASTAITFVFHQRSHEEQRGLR
Starred values were filed as active, the others as inactive. This is a subset (hit frequency here may not be typical).

SMILES	PglD inh	ARNT-TACC3 inh	RAD54 inh
CCN(CC(=O)N1CCCCCC1)S(=O)(=O)c1ccc(Cl)cc1	0	1	0
CCOC(=O)c1cnc2ccc(OCC)cc2c1NCc1ccccc1OC	0	0	3
COc1ccc(/C=N/Nc2nonc2N)cc1OC	5	-4	0
O=C(/C=N/O)NCCCN1CCOCC1	6	-1	0
FC(F)(F)c1cnc(NNC(=S)Nc2ccccc2Cl)c(Cl)c1	-1	37	7
COc1cccc(NC(=O)Cc2nnc(SCC(=O)c3ccccc3)n2C)c1	0	31	-6
COc1ccc(-c2n[nH]c(=S)n2-c2ccc3c(c2)OCCO3)cc1	-3	-3	5
OC[C@H]1[C@@H](c2ccc(C#CC3CC3)cc2)[C@@H]2CN(CCC(F)(F)F)CCCCN12	0	26	1
CCOc1cnc(-c2ccc(OC)cc2)o1	1	-4	-8
CCCC1CC(CSC(=N)N)OC1=O (centres undefined)	-2	-9	4
Cc1ccc2cc3c(NC(=O)CC(C)C)nn(C)c3nc2c1	-2	-5	-3
Cc1ccc(NC(=O)COC(=O)C2CCC(=O)N2)c(S(=O)(=O)N2CCOCC2)c1 (centres undefined)	1	-6	9
O=C(CN1CCN(c2ccccn2)CC1)NC(=O)NC1CCCCC1	1	-3	2
O=C(O)CCc1nc(-c2cccs2)no1	0	2	-1
CCC1CCCCN1C(=O)CSc1nnc(CNC(=O)COc2ccc(Cl)cc2)o1 (centres undefined)	0	-1	3
O=C(Nc1ccc(OC(F)(F)F)cc1)C1=NCCN1	-3	-6	-10
NC(=O)c1sc2nc(-c3ccco3)ccc2c1N	-6	33	-19
Cc1c(Cl)cccc1NCC(=O)Nc1ccc(Cl)cc1F	12	-4	7
CCCCNS(=O)(=O)c1ccc(OC)cc1	-1	-9	-5
O=C(C1=NN(c2ccccc2)C2C(=O)N(c3ccccc3Cl)C(=O)C12)c1ccccc1 (centres undefined)	-4	-26	-14
COCc1cc(=O)[nH]c(/N=C(\N)Nc2ccccc2C)n1	2	-1	8
N#CC1=C(N)Oc2c(ccc3cccnc23)C1c1cccnc1 (centres undefined)	-3	55*	3
O=C(NCCO)c1ccc2nc(-c3ccco3)c(-c3ccco3)nc2c1	-1	40	-13
CN(CCC#N)C(=O)CSc1nc2scc(-c3ccccc3)c2c(=O)[nH]1	-2	2	-14
Cc1ccc(N2C(=O)[C@@H]3[C@H](C2=O)C2CCCN2[C@@H]3C(=O)c2ccccc2)cc1 (some centres undefined)	3	-5	-17
O=C(CSc1nc2ccccc2s1)NC1CCCc2ccccc21 (centres undefined)	6	2	0
O=P(OC1CCCCC1)(OC1CCCCC1)C(O)c1ccc(Cl)cc1Cl (centres undefined)	0	-9	1
Cc1ccc2nc(-c3cccc(NC(=O)c4ccco4)c3)[nH]c2c1	-3	1	7
CCO/N=C(/C)c1c(O)cc(C(C)(C)C)n(-c2ccccc2)c1=O	-4	-2	-22
Cc1cc(C)[n+](-c2ccc(C(C)C)cc2)c2[nH]c(=O)[nH]c(=O)c12	4	-3	1
OC(CN1CCN(c2cccc(C(F)(F)F)c2)CC1)c1c[nH]c2ccccc12 (centres undefined)	5	9	-2
Cc1ccc2nc(-c3ccc(SCC(=O)Nc4nc(C)cs4)nc3)[nH]c2c1	-2	3	1
COc1ccccc1CNC(=O)c1ccc(NS(=O)(=O)c2c(C)noc2C)cc1	11	-14	3
Cc1ccc(C(=O)CSc2nc(C)cc(SCc3nnc(-c4ccccc4)o3)n2)cc1	3	-1	-4
COc1ccc(P(=O)(COc2ccc([N+](=O)[O-])cc2)c2ccc(OC)cc2)cc1	-5	-1	-4
CCN(CC(=O)NC1CCS(=O)(=O)C1)c1ccc(S(C)(=O)=O)cc1[N+](=O)[O-] (centres undefined)	0	1	8
CN(C)/N=C/c1c(O)ccc2ccccc12	3	5	-4
Cc1ccc(SCC(=O)Nc2ccc(-c3nnc(-c4ccco4)o3)cc2)cc1	-4	-4	-3
CCCCCc1ccc(-c2ccc(/C=C/C(N)=O)cc2)nc1	-5	-4	-11
CCOC(=O)c1ccc(CSc2n[nH]c(C)n2)o1	4	-6	2
CCN(CC)c1ccc(NC(=O)c2ccccc2F)cc1S(=O)(=O)Nc1ccccc1OC	-9	-1	6
COC(=O)C1=C(C)N(CCc2ccc(OC)c(OC)c2)C(=O)C1	7	-5	-10
Cc1ccc(N2C(=O)CSC2c2cccnc2)cc1F (centres undefined)	-3	-6	5
O=C(CO/N=C/c1ccccc1Cl)N1CCCc2ccccc21	6	3	1
Cc1cccc(C)c1NS(=O)(=O)c1ccc2c(c1)C(=O)c1ccccc1C2=O	-1	7	-6
O=C(CN(c1ccccn1)S(=O)(=O)c1ccccc1)N/N=C/c1cccc([N+](=O)[O-])c1	1	-1	-6
CCOC(=O)C(Cc1ccccc1)C(=O)Nc1ccc(NC(=O)C(Cc2ccccc2)C(=O)OCC)cc1 (centres undefined)	-4	4	0
CC(C)c1ccccc1OCC(=O)NC1CCCc2ccccc21 (centres undefined)	-5	4	-2
CC1(C)C(C=C(Cl)Cl)C1C(=O)N(Cc1cccc(Cl)c1)C1CCS(=O)(=O)C1 (centres undefined)	6	4	0
CC1(C)N=C(SCC(=O)Nc2ccc(Cl)cc2Cl)C(c2ccccc2)=N1	-1	-2	2

(more compounds)
SMILES	PglD inh	ARNT-TACC3 inh	RAD54 inh
c1ccc(-c2cnc(CSc3nnc4ccccn34)o2)cc1	-2	3	-6
O=C(Nc1ccc2ccccc2c1)Nc1ccc2snnc2c1	-2	0	4
CC(=O)NN=C1CCC(c2ccccc2)CC1 (centres undefined)	-5	-2	0
Cc1ccc(CN2CC34C=CC(O3)C(C(=O)NCc3ccco3)C4C2=O)cc1 (centres undefined)	0	2	-8
CCOC(=O)N1CCN(S(=O)(=O)c2ccc(OCC)c3ccccc23)CC1	-14	-19	2
N#Cc1cccc(NC(=O)CSc2ccc3c4c(cccc24)C(=O)c2ccccc2-3)c1	-7	-8	-15
Cc1c(NC(=O)c2ccc(F)c(S(=O)(=O)N3CCOCC3)c2)c(=O)n(-c2ccccc2)n1C	9	1	6
COc1cc(CCC(=O)Nc2ccc(C)c(S(=O)(=O)N(C)C)c2)cc(OC)c1OC	0	-2	2
CC1CN(Cc2cc(=O)n3ccsc3n2)CC(C)O1 (centres undefined)	-4	-3	-3
CCOC(=O)c1csc(NC(=O)COc2ccc(Cl)cc2Cl)n1	10	26	4
O=C(NCc1ccccc1)c1ccc(S(=O)(=O)N2CCCc3ccccc32)cc1	-5	-3	4
Cc1cc(C)c2cc(CN(CCO)C(=O)Nc3ccc(F)cc3)c(=O)[nH]c2c1	-2	4	-2
C/C(=N/Nc1nc(C)cc(-c2ccccc2)n1)c1ccco1	6	9	-9
C[N+]1(CCCOC(=O)C2(c3ccccc3)CCCC2)CCOCC1	0	24	17
O=C(NCCCn1ccnc1)C1c2ccccc2Oc2ccccc21	-1	-3	10
CCCCN(C)CC(O)Cn1cc(/C=C/C(=O)c2cccs2)c2ccccc21 (centres undefined)	-15	-1	-10
COC(=O)c1ccccc1NC(=O)C(CCS(C)(=O)=O)NC(C)=O (centres undefined)	-2	-4	-6
COc1cc(C2c3c(oc4cc(C)c(C)cc4c3=O)C(=O)N2c2cc(C)ccn2)ccc1O (centres undefined)	3	-1	3
CCOC(=O)Cc1cc(-c2ccccc2)nc2ccc3ccccc3c12	13	0	-21
CCCNc1c(F)c(F)c2c(C)c3ccccc3nc2c1F	2	0	0
Cc1[nH]c2ccccc2c1/C=N/Nc1ccc([N+](=O)[O-])cc1S(=O)(=O)Nc1ccc(Cl)cc1	4	5	0
CCN(CC)c1ccc(/C=c2\sc3nnc(-c4ccccc4Cl)n3c2=O)cc1	9	-5	-57
CC(C)Oc1ccc(N2CC(C(=O)Nc3ccc(N4CCOCC4)cc3)CC2=O)cc1 (centres undefined)	-6	3	3
CCOC(=O)c1cc(CC)sc1/N=C/C1=C(O)CC(C)(C)CC1=O	-4	-1	-3
COC(CN1C(=O)C(O)=C(C(C)=O)C1c1ccccn1)OC (centres undefined)	2	-1	6
Cc1ccc(NC(=O)C(C)N2C(=O)c3ccccc3C2=O)cc1 (centres undefined)	-1	-1	2
C#CCN(C(=O)Nc1ccccc1)c1ccccc1	2	0	-4
N#C/C(=C\c1cn(CC(=O)N2CCCCC2)c2ccccc12)C(=O)NCc1ccc2c(c1)OCO2	-6	11	-10
CC(C)c1ccc(OCC(=O)Nc2ccc(OC(F)(F)F)cc2)cc1	-25	0	4
Cc1cc(N(C)Cc2ccccc2)nc(-c2ccccc2)n1	6	-2	-4
Oc1ccc(N=Nc2n[nH]c(-c3ccccc3)n2)cc1	-5	8	11
CCn1ncc(C(=O)Nc2ccccc2C)c1C	4	-5	1
C=CCn1c(C)cc(C(=O)CSc2nc3ccccc3o2)c1C	-6	6	-6
COc1ccc(NC(=O)Nc2ccc(Cc3ccncc3)cc2)cc1OC	-2	-2	-3
Nc1c(Cl)cc(NC(=O)c2ccccc2C(=O)O)cc1Br	-1	-8	-10
Cc1ccc2[nH]c3c(c2c1)CN(C(=O)CN1CCN(c2cccc(C)c2C)CC1)CC3	2	23	-8
CC(C)C(NC(=O)c1ccccc1)C(=O)NCc1ccccn1 (centres undefined)	1	15	3
CCCCCCCCCCCCCCCC[n+]1ccc(C(N)=O)cc1	-4	2	13
CCOc1ccccc1C1CC(c2cccc(NS(C)(=O)=O)c2)=NN1C(=O)c1ccccc1 (centres undefined)	4	-1	-5
Cc1cn(S(=O)(=O)c2cc(Br)ccc2Br)cn1	-9	-3	-6
O=C(CSc1ncnc2ccccc12)Nc1cc(S(=O)(=O)N2CCCCC2)ccc1Cl	3	-3	-5
COc1nc(-c2ccc(Cl)cc2)ccc1-c1noc(-c2ccco2)n1	-2	0	4
COC(=O)c1sc(NC(=O)c2ccc(Cn3cc(Cl)cn3)o2)c(C#N)c1C	2	-4	-8
CCC(C)n1[nH]c(=O)c2c(C)cc(C)nc21 (centres undefined)	2	-17	2
CCC(C)NC(=O)c1ccccc1NC(=O)c1ccc(CSc2ccccc2)cc1 (centres undefined)	-2	-6	4
Cc1ccc(NC(=O)CC(C(=O)O)c2ccccc2)cc1 (centres undefined)	-4	0	-3
COc1ccccc1OCC(=O)N(Cc1nc(-c2ccccc2)no1)C1CCCCC1	1	-5	-10
Cc1c(N2C(=O)C(=O)/C(=C(/O)c3ccccc3)C2c2ccc(F)cc2)c(=O)n(-c2ccccc2)n1C (centres undefined)	-1	1	-17
COC(C(=O)Nc1ccc(F)cc1F)c1ccccc1 (centres undefined)	5	0	-3

Ordered by SMILES length (high to low): part of the list above.
SMILES	PglD inh	ARNT-TACC3 inh	RAD54 inh
Cc1c(N2C(=O)C(=O)/C(=C(/O)c3ccccc3)C2c2ccc(F)cc2)c(=O)n(-c2ccccc2)n1C (centres undefined)	-1	1	-17
Cc1[nH]c2ccccc2c1/C=N/Nc1ccc([N+](=O)[O-])cc1S(=O)(=O)Nc1ccc(Cl)cc1	4	5	0
Cc1ccc(N2C(=O)[C@@H]3[C@H](C2=O)C2CCCN2[C@@H]3C(=O)c2ccccc2)cc1 (some centres undefined)	3	-5	-17
CCN(CC(=O)NC1CCS(=O)(=O)C1)c1ccc(S(C)(=O)=O)cc1[N+](=O)[O-] (centres undefined)	0	1	8
COc1cc(C2c3c(oc4cc(C)c(C)cc4c3=O)C(=O)N2c2cc(C)ccn2)ccc1O (centres undefined)	3	-1	3
Cc1ccc2[nH]c3c(c2c1)CN(C(=O)CN1CCN(c2cccc(C)c2C)CC1)CC3	2	23	-8
N#Cc1cccc(NC(=O)CSc2ccc3c4c(cccc24)C(=O)c2ccccc2-3)c1	-7	-8	-15
O=C(CSc1ncnc2ccccc12)Nc1cc(S(=O)(=O)N2CCCCC2)ccc1Cl	3	-3	-5
Cc1ccc2nc(-c3ccc(SCC(=O)Nc4nc(C)cs4)nc3)[nH]c2c1	-2	3	1
CCC1CCCCN1C(=O)CSc1nnc(CNC(=O)COc2ccc(Cl)cc2)o1 (centres undefined)	0	-1	3
CCOC(=O)N1CCN(S(=O)(=O)c2ccc(OCC)c3ccccc23)CC1	-14	-19	2
COc1ccc(-c2n[nH]c(=S)n2-c2ccc3c(c2)OCCO3)cc1	-3	-3	5
O=P(OC1CCCCC1)(OC1CCCCC1)C(O)c1ccc(Cl)cc1Cl (centres undefined)	0	-9	1
Cc1ccc(NC(=O)C(C)N2C(=O)c3ccccc3C2=O)cc1 (centres undefined)	-1	-1	2
CCOC(=O)c1cnc2ccc(OCC)cc2c1NCc1ccccc1OC	0	0	3
CC(C)C(NC(=O)c1ccccc1)C(=O)NCc1ccccn1 (centres undefined)	1	15	3
O=C(CO/N=C/c1ccccc1Cl)N1CCCc2ccccc21	6	3	1
c1ccc(-c2cnc(CSc3nnc4ccccn34)o2)cc1	-2	3	-6
O=C(Nc1ccc2ccccc2c1)Nc1ccc2snnc2c1	-2	0	4
Cc1cn(S(=O)(=O)c2cc(Br)ccc2Br)cn1	-9	-3	-6
CCC(C)n1[nH]c(=O)c2c(C)cc(C)nc21 (centres undefined)	2	-17	2
CCCCNS(=O)(=O)c1ccc(OC)cc1	-1	-9	-5
CCCC1CC(CSC(=N)N)OC1=O (centres undefined)	-2	-9	4

Screening results: PubChem BioAssay, Broad Institute
